TNAP act mid DEA: activates human TNAP at intermediate phosphate acceptor concentration | P05186 | purified TNAP, CDP-star luminescence, 100 mM DEA, 30 min; stronger effect = higher value; scale: 0 levamisole-inhibited, 1 vehicle-only enzyme | activation factor at 20 µM | 64,000 tested, under 10 active;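 active = activation factor of at least 2 at 20 µM, relative to controls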
Target sequence (P05186 whole entry, looked up): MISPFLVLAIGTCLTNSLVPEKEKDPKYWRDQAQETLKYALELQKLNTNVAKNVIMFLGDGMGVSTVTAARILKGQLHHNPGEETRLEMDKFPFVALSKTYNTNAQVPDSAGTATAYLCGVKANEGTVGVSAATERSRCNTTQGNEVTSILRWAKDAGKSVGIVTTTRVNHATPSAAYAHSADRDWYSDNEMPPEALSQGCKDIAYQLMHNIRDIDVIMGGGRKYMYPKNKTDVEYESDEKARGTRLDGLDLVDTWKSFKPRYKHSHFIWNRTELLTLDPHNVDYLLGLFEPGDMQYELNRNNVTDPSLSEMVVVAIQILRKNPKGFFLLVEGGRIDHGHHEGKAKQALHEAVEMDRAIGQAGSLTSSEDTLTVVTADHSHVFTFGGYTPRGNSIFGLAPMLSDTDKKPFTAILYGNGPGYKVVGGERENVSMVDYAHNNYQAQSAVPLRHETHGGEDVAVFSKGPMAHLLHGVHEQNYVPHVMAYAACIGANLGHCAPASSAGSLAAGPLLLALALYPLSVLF
Cdc25B inh: inhibitors of human Cdc25B phosphatase; recombinant Cdc25B, OMFP fluorescence Ex485/Em525; actives 0.1% (n = 65,000); P30305; inhibition, %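 (compounds tested at 10 µM final in the well)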; in the data active = inhibition above about 50%
D1 mod: allosteric modulators of human D1 dopamine receptor. B-score at 10 µM. P21728. actives 5.9% (n = 58,000). AID 641. HEK293 D1, CRE-luciferase, dopamine EC30 potentiation; actives deviate in either direction;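 active = luminescence count or its row- and column-corrected plate score outside the 99.7% band of the plate's sample wells, on either side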
Target sequence (P21728 whole entry, looked up): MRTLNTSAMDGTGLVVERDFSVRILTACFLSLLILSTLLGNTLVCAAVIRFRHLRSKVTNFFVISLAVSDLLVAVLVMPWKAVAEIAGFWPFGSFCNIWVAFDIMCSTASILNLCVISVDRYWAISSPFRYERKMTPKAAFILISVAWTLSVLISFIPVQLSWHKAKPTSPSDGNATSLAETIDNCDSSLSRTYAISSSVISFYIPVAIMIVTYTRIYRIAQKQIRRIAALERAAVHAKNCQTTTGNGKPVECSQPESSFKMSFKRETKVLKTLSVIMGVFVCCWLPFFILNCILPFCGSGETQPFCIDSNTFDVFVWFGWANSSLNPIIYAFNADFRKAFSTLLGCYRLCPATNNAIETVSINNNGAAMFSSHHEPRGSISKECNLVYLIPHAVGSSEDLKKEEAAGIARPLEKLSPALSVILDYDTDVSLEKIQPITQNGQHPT
RORa activator: activates the human nuclear receptor RORA | P35398 | CHO-K1 Gal4-RORA LBD luciferase reporter, luminescence; percent increase over mock-subtracted basal signal | activation, % at 10 µM | AID 560 | actives 1.5% (n = 65,000);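 active = activation above the mean of all tested compounds plus 3 SD, cut at about 49% in these data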;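 note: 0% = DMSO-treated RORA cells and 100% = added signal equal to DMSO minus mock-transfected cells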
SF1 activator: SF-1 (human) activation; Q13285; CHO-K1 Gal4-SF-1 LBD luciferase reporter; % increase over DMSO SF-1-specific signal; activation, % at 10 µM; actives 1.9% (n = 65,000);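 active = activation above the mean activation of all tested compounds plus 3 SD, cut at about 50% in these data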
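Test system: CHO-K1 cells co-transfected with Gal4 DBD–human SF-1 LBD, 5xGal4 luciferase reporter. Quantity: 4,000 cells per well. Compound: 10 µM only. Incubation: compound added 1 h post-seeding, 20 h exposure at 37 °C, 5% CO2. Detection: SteadyLite luciferase luminescence. Replication: one test per compound.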
FXIIa inh mix: factor XIIa (human) inhibition, mixture screen. AID 684. P00748. purified FXIIa, fluorogenic substrate, pooled mixtures. actives 0.2% (n = 62,000). inhibition, % at 5 µM; in the data active = inhibition above about 20%, passing the limit was not always enough;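 note: 0% = enzyme without compound and 100% = no enzyme blank; some results filed as inactive read as strong as hits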
DUSP1 inh: blocks human MKP-1 phosphatase activity; recombinant MKP-1, OMFP hydrolysis fluorescence; inhibition, %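 (compounds tested at a single concentration somewhere between 10 and 100 µM)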; actives 0.15% (n = 65,000);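 active = inhibition above about 50%, limit read from the data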;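 note: 0% = DMSO max control wells and 100% = wells with enzyme stopped by NaOH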
Her2 expr inh: lowers expression of human Her2 kinase. SKBR-3 HER2 protein level, AlphaScreen, 18-24 h; stronger effect = lower value. AID 645. HER2 level % of control, % at 10 µM. actives 0.69% (n = 65,000);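 active = HER2 level under 5% of the carrier-only control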;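 note: 100% = DMSO carrier and 0% = 500 nM PU-H71 HSP90 inhibitor; lower value means stronger loss of Her2 protein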
Hsp90 block: displaces geldanamycin probe from tumor Hsp90. P07900. actives 0.35% (n = 64,000). inhibition, % at 30 µM. NCI-N417 lysate Hsp90, Cy3B-geldanamycin FP displacement;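 active = inhibition above 50%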;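 note: 0% = tracer plus lysate wells and 100% = tracer alone without lysate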
An asterisk follows results filed as active; / = no result given.

SMILES	TNAP act mid DEA	Cdc25B inh	D1 mod	RORa activator	SF1 activator	FXIIa inh mix	DUSP1 inh	Her2 expr inh	Hsp90 block
O=C(N1CCCCC1)C12CC3CC(C1)CC(C(=O)N1CCCCC1)(C3)C2	1	1	-0.17	-3	-1	6	-17	101	-5
CCCCC(=O)NC(Nc1nc(C2CC2)cs1)(C(=O)OCC)C(F)(F)F (configuration not stated)	1	-7	-0.47	12	-5	3	7	84	-2
COc1ccc(-c2nc(N)n[nH]2)cc1OC	0.9	7	2	-14	-16	2	-12	96	-6
COC(=O)CSc1nc(C2CC2)cc(C(F)(F)F)c1C#N	1	1	0.17	-12	-9	1	-13	106	-3
CC1(C(=O)O)CCC(C(=O)Nc2ccc(S(N)(=O)=O)cc2)C1(C)C (configuration not stated)	0.9	7	0.3	10	-13	-1	-10	73	2
COc1ccccc1N1CCN(C(=O)c2ccc(C(C)(C)C)cc2)CC1	0.9	-25	/	-9	19	-23	6	103	-2
O=C(c1ccc2c(c1)C(=O)N(CCCO)C2=O)c1ccc2c(c1)C(=O)N(CCCO)C2=O	0.9	7	0.66	-7	22	-18	5	91	1
CCN(CC)C(=O)CSc1nnc(-c2cc3ccccc3cc2O)n1CC	0.9	1	-1.3	9	2	2	5	68	-3
CCOc1ccc(OCc2ccc(C(=O)NCC3CCCO3)o2)cc1 (configuration not stated)	0.8	-10	0.82	-1	14	14	-1	96	-3
CC(c1cccnc1)N(CCN(C)C)C(=O)Nc1ccc(Cl)c(Cl)c1 (configuration not stated)	0.9	-11	-1.2*	18	14	-17	-4	110	-1
COc1ccccc1NC(=O)c1ccc(COc2ccccc2OC)o1	0.9	-9	0.67	-14	-4	0	2	91	0
COc1cc(NC(=O)C2CCCO2)c(C(=O)O)cc1OC (configuration not stated)	0.9	-4	0.67	-9	-6	2	-11	142	0
O=C1CN(C(=O)COc2ccccc2)CCN1	1	-5	-0.026	20	-24	-16	10	105	-3
O=C(NC1CCN(Cc2ccccc2)CC1)C1CCN(c2nnc(-n3cccc3)s2)CC1	0.9	-13	-0.94	3	-3	2	2	86	-4
CNC(=O)c1cccc(N2CCCC2=O)c1	0.9	6	-0.34	-20	14	-8	4	70	-2
O=C(c1cc(-c2ccccc2O)on1)N1CCCC1	0.9	-8	-0.16	18	20	-14	-1	72	-4
Cc1onc(-c2ccccc2)c1C(=O)NCc1ccccn1	0.9	-4	0.098	2	-14	-3	4	114	-1
Cn1c(=O)c2c(ncn2CC(=O)OCc2ccccc2)n(C)c1=O	1	-12	-0.42	2	-1	5	12	98	1
Fc1cc(F)c(F)c(SCCc2ccncc2)c1F	0.8	-15	1.1	-17	-13	10	-13	60	-2
Cc1[nH]c2ccccc2c1C(O)CN1CCN(c2cccc(C(F)(F)F)c2)CC1 (configuration not stated)	0.9	1	-2.2	-21	-8	-17	8	13	-5
CCn1nnc(-c2ccccc2NC(=O)c2cc(OC)cc(OC)c2)n1	1.1	-28	0.98	-15	-29	2	10	81	-1
CCCCCCOC(=O)NCC(O)c1ccccc1 (configuration not stated)	0.9	-3	-0.2	28	52*	-16	9	99	0
CCOc1ccc(S(=O)(=O)Nc2ccc(Cl)cn2)c(C)c1C	0.8	-4	-2.6*	2	-2	6	-5	86	3
CC(C)C(OC(=O)c1ccco1)C(=O)NCc1ccco1 (configuration not stated)	1	-1	-0.084	-6	-6	3	5	81	-4

Sorted by SMILES length (high to low): part of the list above
SMILES	TNAP act mid DEA	Cdc25B inh	D1 mod	RORa activator	SF1 activator	FXIIa inh mix	DUSP1 inh	Her2 expr inh	Hsp90 block
O=C(NC1CCN(Cc2ccccc2)CC1)C1CCN(c2nnc(-n3cccc3)s2)CC1	0.9	-13	-0.94	3	-3	2	2	86	-4
CCn1nnc(-c2ccccc2NC(=O)c2cc(OC)cc(OC)c2)n1	1.1	-28	0.98	-15	-29	2	10	81	-1
Cc1onc(-c2ccccc2)c1C(=O)NCc1ccccn1	0.9	-4	0.098	2	-14	-3	4	114	-1

The list continues:
SMILES	TNAP act mid DEA	Cdc25B inh	D1 mod	RORa activator	SF1 activator	FXIIa inh mix	DUSP1 inh	Her2 expr inh	Hsp90 block
COc1ccc(CCNS(=O)(=O)c2ccccc2)cc1OC	0.9	-6	4.2*	0	-13	5	-5	120	-2
Cn1c(=O)c2c(ncn2CC(=O)NCc2cccnc2)n(C)c1=O	0.9	1	0.25	-19	-14	9	15	83	-1
CCN1CCN(Cc2ccc(NC(=O)Nc3ccccc3)cc2)CC1	1	-9	-5.8*	16	42	0	-9	106	-2
Cc1ccc(-c2cc(C(F)(F)F)n3ncc(C(=O)O)c3n2)cc1	0.9	-3	-1	-5	-7	2	-14	106	2
CCCN(CCC)C1CC(=O)N(Cc2ccccc2)C1=O (configuration not stated)	1	5	0.22	-13	-7	6	20	85	-4
O=C(COc1ccccc1)N1CCN(C(=O)c2cccc(F)c2)CC1	0.9	-3	-0.032	-19	-19	2	-21	105	2
COc1ccc(S(=O)(=O)N2CCN(C(=O)COc3ccc4c(C)cc(=O)oc4c3)CC2)cc1	0.8	4	-0.27	8	-10	-18	16	141	-19
COC(=O)CCC(=O)Oc1ccc(OC(=O)CCC(=O)OC)cc1	0.9	59*	0.2	/	/	-6	56*	79	/
CC(C)CN(CC(C)C)S(=O)(=O)N1CCC(C(=O)NCc2ccc(F)cc2)CC1	0.8	-34	0.19	-1	8	9	8	92	-2
COCc1cc(C)nc(SCC(=O)c2ccc(O)c(O)c2)c1C#N	/	-11	1.3	-14	-27	-19	21	87	29
Cc1c(C(=O)OC(C)C)[nH]c2c1C(=O)CCC2	0.9	-8	-0.24	-2	4	1	-3	96	-4
CCn1c(SCC(=O)N2CCN(c3ccccc3)CC2)nnc1-c1cc2cc(Cl)ccc2o1	0.9	4	/	-8	-4	9	5	143	-1
CCCc1ccccc1OCCNC(C)=O	0.9	-10	0.025	5	-4	8	7	95	6
CC1=C(C)NC(=S)SC1	0.9	6	-1.2	-5	2	2	-7	93	-17
CC1=C(C#N)C(=O)N(C)C(C)(C)C1	1	2	0.94	15	-8	3	17	107	0
COc1cc(-c2nnc(SCC(=O)OC3CCCCC3)o2)cc(OC)c1OC	0.9	-4	2	-9	12	14	-3	65	-6
Cc1cc(NC(=O)CCC(=O)N(c2ccccc2)C(C(=O)NC2CCCC2)c2cccs2)no1 (configuration not stated)	0.9	1	0.046	1	-8	5	28	101	-1
Cc1cccc(NC(=O)CCn2nc(C)cc2C)c1	1	-12	0.57	18	0	12	5	83	2
O=C(COc1ccc(Cl)cc1)OCC(=O)N1CCCCCC1	1	-15	0.35	-14	-2	0	1	110	1
O=C(CCCn1c(=S)[nH]c2cc3c(cc2c1=O)OCO3)N1CCN(c2ncccn2)CC1	0.9	-6	0.5	12	28	5	-1	118	-1
Cc1ccc(Cn2nnc3c(=O)n(CC(=O)N4CCCCC4)cnc32)cc1	1	1	-0.5	-20	13	3	4	177	1
O=c1oc(-c2cccc(S(=O)(=O)N3CCOCC3)c2)nc2ccccc12	0.8	3	-0.63	-4	1	2	0	59	2
O=C(O)c1ccc(C(=O)c2ccc3c(c2)C(=O)N(Cc2ccco2)C3=O)cc1	0.9	-12	0.062	-10	-2	3	7	94	-6
O=S(=O)(NCCc1ccccc1F)c1cccc(S(=O)(=O)N2CCOCC2)c1	0.9	-3	-0.74	-14	-19	-3	13	88	2
CC(=O)c1cccc(NC(=O)CN2C(=O)C3C4C=CC(C4)C3C2=O)c1 (configuration not stated)	0.9	-7	0.25	-7	1	/	2	85	-2
CC(C)Nc1ncnc2c1cnn2-c1ccccc1	0.9	-3	-4.4*	30	15	0	-6	76	-3
COc1cccc(/C=C2\N=C(SC)SC2=O)c1OC	1	-13	-0.9	-14	-6	0	-1	105	-5
O=C1CC(c2ccco2)=Nc2ccccc2N1	1	3	0.08	0	21	12	-4	108	-4
N#Cc1c(NC(=O)c2cc(-n3cnnc3)ccc2Cl)sc2c1CCCC2	0.9	0	-0.46	20	12	12	38	65	-1
Cn1c(SCc2ccc(Br)cc2)nnc1-c1cccs1	0.9	-3	-0.85	47	14	6	-20	65	-2
CC(=O)N1CCN(S(=O)(=O)c2cccc(C(=O)Nc3ccc4c(c3)CCC4)c2)CC1	1	-11	-0.19	14	-2	-13	30	131	-1
COc1ccc(C(=O)Nn2cc3c(c2-c2ccccc2)c(=O)n(C)c(=O)n3C)cc1	0.9	-11	0.6	6	1	7	22	47	0
CC(NC(=O)c1ccccc1NS(C)(=O)=O)c1ccccc1 (configuration not stated)	0.9	0	1.5	-2	5	0	-7	108	0
CCCN1CCC(N2CCN(c3cccc(C(F)(F)F)c3)CC2)CC1	0.9	-10	0.53	20	2	3	9	113	-3
S=c1[nH]ncn1/N=C/c1ccccc1	0.9	-1	1	-16	-2	2	4	121	-2
CC1=CC(C)(C)Nc2ccc(OC(=O)c3ccco3)cc21	0.9	-3	-0.11	-11	-15	2	4	-20*	14
Cc1ccc(CCSCC(=O)O)cn1	0.9	1	0.14	-16	7	-4	-7	93	-2
CC(C)CCN1C(=O)CCC1(C)C(=O)NC1CCCCCC1 (configuration not stated)	1	2	-0.13	8	-15	-4	-2	103	-1
CCOC(=O)C1CCN(C(=O)c2cccc(C(=O)N3CCC(C(=O)OCC)CC3)c2)CC1	0.9	2	-0.17	11	-15	5	11	87	-2
COc1ccc(S(=O)(=O)N(Cc2cccs2)C2CCCC2)cc1	0.8	-3	-0.25	-14	-7	9	23	99	-2
Cc1cc(C(=O)NCc2ccc(S(N)(=O)=O)cc2)c(C)o1	0.9	-11	/	-10	-13	-19	1	125	-17
O=C(NCc1ccco1)c1cccc2ccccc12	0.9	9	-0.052	-17	-23	5	-10	90	1
CCCCC(=O)Nc1sc2c(c1C(N)=O)CCC2	0.9	-7	1.6	28	32	0	2	72	-4
COC(=O)c1cc2c(C)nn(-c3ccccc3)c2s1	0.8	3	0.42	1	22	5	35	70	-1
CCOC(=O)COc1ccc2nsnc2c1Cl	0.9	-2	0.99	-3	-10	3	7	132	-1
O=C(O)c1cccc(Cn2cccn2)c1	1	1	0.75	4	-9	-14	-12	78	1
COC(=O)c1ccccc1NC(=O)CCNC(=O)Cn1cnc2ccccc2c1=O	1	0	1.1	9	-9	3	5	95	1
Cc1cc(NC(=O)CSc2nc(-c3ccc(F)cc3)cs2)no1	0.9	-3	-0.018	6	-10	-1	4	99	-1
O=C(CN1C(=O)c2ccccc2C1=O)NCC1CCCO1 (configuration not stated)	0.9	0	0.46	-3	-1	-3	9	91	6
CCN1CCn2c3c(c4cc(Cl)ccc42)CCCC31 (configuration not stated)	0.9	-15	-0.34	9	-21	9	-6	101	0
CCOc1ccc(NCC2CCOC(C)(C)C2)cc1 (configuration not stated)	1	/	/	15	8	13	/	/	/
CCOC(=O)N1CCN(c2nc(-c3ccc(Cl)cc3)cs2)CC1	0.8	-15	-0.34	-1	-17	-18	0	94	-1
CC(C)(C)NC(=O)CSc1nncn1NCc1ccccc1	1	-18	-0.06	-5	5	-12	12	128	-4
COc1ccccc1-c1c(C)nn2c(N3CCC4(CC3)OCCO4)cc(C)nc12	0.9	8	-0.98	8	20	2	2	114	0
Cn1c(C(=O)NCc2cccnc2)cc2sc(Cl)cc21	1	2	-2.2	-3	4	11	-5	190	0
Cc1cc(=O)oc(C)c1C(=O)NCCCN1CCN(c2ccccc2F)CC1	1	1	-0.37	-2	-11	7	11	101	2

Screens deposited in PubChem BioAssay by several laboratories.
